IL1B secr inh: blocks inflammasome-driven IL-1 beta release. activity change, % at 57.5 µM. AID 743279. THP-1 LPS/ATP IL-1B secretion, AlphaLISA, 16 h; active compounds read low. 360,000 compounds, 4.7% hits; in the data active = activity change below about -50%; inconclusive = mostly about -30% to -49%; note: % is set by controls: 0 for no effect and ±100 for the full control effect
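Secreted IL-1B measured by AlphaLISA bead assay after 16 h compound exposure of THP-1 cells; compounds (final up to 57.5 uM) added 1 h before LPS (250 ng/mL) and ATP (1.25 mM) stimulation; lower signal means less secretion.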
KB-V1 MDR tox: kills drug-selected multidrug resistant KB-V1 cells; KB-V1 MDR cells viability, CellTiter-Glo, 72 h; Potency, µM (highest dose often 46.1 µM), for the others: top-dose activity change, negative = cytotoxicity, actives largely listed as cytotoxic; 400,000 compounds, 3.4% hits; AID 1347076; note: potency is the fitted concentration of half-maximal effect; % is set by controls: 0 for no effect and ±100 for the full control effect; nearly all actives have a fitted effect of over 60% in size
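Following 72 h at 37 degrees C with compound, KB-V1 cell viability was read by CellTiter-Glo luminescence, medium being phenol-red-free DMEM plus 10% FBS; concentration-response parameters came from normalized, curve-fitted qHTS data.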
HT1080-NT tox: kills 2HG-producing HT-1080-NT fibrosarcoma cells | HT-1080-NT fibrosarcoma viability, CellTiter-Glo ATP luminescence, 48 h | Potency, µM (titrated, usually from 46.1 µM), inactives show top-dose activity, negative = less viability, hits mostly cytotoxic | 360,000 compounds, 1.6% hits | AID 686970;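 note: NT is the 2HG producing partner of a matched IDH1 knockdown line; potency is the fitted concentration of half-maximal effect; 0% = DMSO-treated cells and -100% = media-only wells without cells; nearly all actives have a fitted effect of over 55% in size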
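Compounds were tested in concentration-response format on HT-1080-NT cells for 48 hours at 37 degrees C. Cell viability came from CellTiter-Glo luminescence; curves were classified by r2, response magnitude and activity.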
ATXN viability: viability counter-screen for ATXN expression inhibitors | 400,000 compounds, 0.49% hits | AID 651635 | S2 cells (HEK-293 line with an ATXN2-luciferase reporter) viability, CellTiter-Fluor protease fluorescence, 24 h | Potency, µM (series often up to 56.7 µM), actives largely listed as cytotoxic; note: potency is the fitted concentration of half-maximal effect; nearly all actives have a fitted effect of over 40% in size
MCF10A rereplic: DNA re-replication induction in MCF 10a cells; MCF 10A DNA re-replication, Hoechst nuclear intensity, 48 h; Potency, µM (titrated, usually from 46.1 µM), for inactives: at the top dose activity, positive = re-replication, hits mostly activators; 350,000 compounds, 2.9% hits; note: potency is the fitted concentration of half-maximal effect; % of control where 0% means no effect; nearly all actives have a fitted effect of over 50% in size
SW480 rereplic: inducers of DNA re-replication in SW480 colon cancer cells | 340,000 compounds, 1.8% hits | SW480 DNA re-replication, Hoechst DNA content imaging, 48 h | Potency, µM (doses to about 46.1 µM), inactives show top-dose re-replication activation, most hits filed as activators; note: potency is the fitted concentration of half-maximal effect; % of control where 0% means no effect; nearly all actives have a fitted effect of over 55% in size
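Treated cells incubate 48 hr (37 C, 5% CO2), are stained 40 min with Hoechst, and nuclear fluorescence is enumerated; a rise in nuclei with high DNA signal marks re-replication.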
HT1080 IDH1KD tx: kills HT-1080 cells with IDH1 knockdown | Potency, µM (titrated, usually from 46.1 µM), inactives show top-dose activity, negative = toxicity, most hits filed as cytotoxic | 360,000 compounds, 2% hits | HT-1080 IDH1 knockdown viability, ATP luminescence, 48 h;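 note: potency is the fitted concentration of half-maximal effect; 0% = DMSO wells and -100% = cell-free medium wells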
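HT-1080-IDH1KD cells (IDH1 knocked down), 750/well in RPMI with 5% FBS, treated with compound 48 h at 37 degrees C. Viability by CellTiter-Glo luminescence, normalised to DMSO and no-cell wells; concentration-response curves classed.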
ATXN2 expr inh: ATXN2 expression inhibition | HEK-293 ATXN2-luciferase reporter, luminescence, 24 h | Potency, µM (top dose mostly 57 µM), for inactives: at the top dose activity change, negative = inhibition, hits mostly inhibitors | 360,000 compounds, 0.72% hits | AID 1745845; note: potency is the fitted concentration of half-maximal effect; % is set by controls: 0 for no effect and ±100 for the full control effect; nearly all actives have a fitted effect of over 55% in size
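ATXN2-luciferase reporter cells (luciferase flanked by upstream and downstream ATXN2 gene portions) were treated 24 h at 37 °C with compounds at up to 57 uM. SteadyGlo luminescence gave expression; GF-AFC fluorescence gave viability.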
KB-3-1 cytotox: KB-3-1 parental cell cytotoxicity; KB-3-1 viability, CellTiter-Glo ATP luminescence, 72 h; Potency, µM (series often up to 46.1 µM), for the others: at the top dose activity change, negative = cytotoxic, actives largely listed as cytotoxic; 400,000 compounds, 1.4% hits; AID 1347075; note: potency is the fitted concentration of half-maximal effect; % is set by controls: 0 for no effect and ±100 for the full control effect; nearly all actives have a fitted effect of over 60% in size
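KB-3-1 parental drug-naive adenocarcinoma cells in DMEM/10% FBS, incubated 72 h at 37 C with pin-transferred compounds across a concentration series. Viability by CellTiter-Glo luminescence; concentration-response curves fitted after normalization.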
The depositor's hits bear a star; i = inactive; ? = inconclusive; . = no result given; [ ] = dose if it differs, or a comment. Unless noted, calls come from the whole dose curve; as a rule, active = well fitted curve in the direction sought with a large enough effect; inconclusive = small, poorly fitted or top-dose-only effect, or another doubt; inactive = no such curve, though single readings can be large; an effect the other way counts as inactive or inconclusive.

cpd | molecule | KB-V1 MDR tox | ATXN2 expr inh | KB-3-1 cytotox | SW480 rereplic | HT1080 IDH1KD tx
1 | CC(C(=O)Nc1ccc2c(c1)OCO2)N1CCN(C)CC1 (configuration not stated) | 3% | 1% | 10% | -2% | 7%
2 | COc1ccc(NC(=O)Nc2cc(C)ccc2F)cc1OC | -29% | 54%[activator] | -7% | -3% | ?
3 | Cc1nc2c(c(=O)n1CCC(C)C)c1nc3ccccc3nc1n2Cc1ccc2c(c1)OCO2 | -10% | -9% | 9% | -9%[9.22 µM] | 15%
4 | COc1ccc2nc(NC(=O)CS(=O)(=O)Cc3ccccc3)sc2c1 | -5% | . | ? | -1% | -2%
5 | Cc1cccc(NC(=O)COC(=O)c2n[nH]c3ccccc23)c1C | 0% | 11% | -8% | ? | -1%
6 | COCCn1c(C)cc(C(=O)CN2C(=O)C(=O)N(CCC3=CCCCC3)C2=O)c1C | -1% | . | -1% | . | 0%
7 | O=C(Cc1cccs1)N/N=C/C=C/c1ccccc1[N+](=O)[O-] | -16% | 56%[activator] | 7% | ? | -3%
8 | CN(C)c1ccc(-c2nnc(-c3ccc(S(=O)(=O)C(F)F)cc3)o2)cc1 | 0% | 1% | 0% | 7% | 4%
9 | CCOc1ccccc1N1CCN(C(=O)Cc2ccc(S(=O)(=O)N3CCOCC3)s2)CC1 | 23µM* | -10% | 10% | ? | 1%
10 | CNC(=O)COc1ccc(-c2nn(C)c(=O)c3ccccc23)cc1 | -24% | . | 12% | -21% | 2%
11 | CC1(C(=O)Nc2cccc3ccccc23)CCN1C(=O)Cc1ccccc1Cl (configuration not stated) | 4% | -10% | 0% | . | 2%
12 | CCc1ccc(N2CC(C(=O)Nc3ccccc3N3CCCC3)CC2=O)cc1 (configuration not stated) | ? | . | ? | . | ?
13 | CCn1cc(/C=C/C(=O)Nc2ccn(Cc3c(F)c(F)cc(F)c3F)n2)cn1 | -4% | -1% | 0% | -4% | -3%
14 | CCOc1ccc(OCCC(=O)N(CC)CC(=O)NCc2cccs2)cc1 | 1% | 7% | 0% | -4% | 2%
15 | NC(=O)C1=C[C@H](c2ccc(Br)cc2)C[C@H](OCc2ccc(CO)cc2)O1 | -11% | 44%[activator] | 9% | -37%[inhibitor][9.22 µM] | 7%

cpd | MCF10A rereplic | ATXN viability | IL1B secr inh | HT1080-NT tox
1 | 2% | i | 15 | -1%
2 | -2% | i | -51* | ?
3 | -3% | i | -9 | 16%
4 | 82% | i | ? | -1%
5 | -2% | i | 51 | 1%[9.24 µM]
6 | . | ? | 25 | 4%
7 | -24% | i | . | 1%
8 | 9% | i | 15 | 11%
9 | 2% | i | -11 | -3%
10 | 12% | . | 9 | 1%
11 | . | ? | -7 | 0%
12 | . | ? | 25 | ?
13 | ? | i | 8 | -1%
14 | 4% | i | 4 | -2%
15 | -4% | i | -13 | 6%

(continued)
cpd | molecule | KB-V1 MDR tox | ATXN2 expr inh | KB-3-1 cytotox | SW480 rereplic | HT1080 IDH1KD tx
16 | COc1cc(/C=N/NC(=O)c2ccncc2)ccc1OC(=O)c1cc(OC)c(OC)c(OC)c1 | ? | 0% | 25% | -3% | -8%
17 | CC1CCN(c2ccc3c(c2)S(=O)(=O)c2cccc(C(=O)O)c2C3=O)CC1 | ? | 7% | 21% | -69%[inhibitor] | 0%
18 | CC1(C)CC(N2CCOCC2)=CC(=[N+]2CCOCC2)C1 | 11% | 3% | 13% | 6% | 12%
19 | Cc1ccc(N(CCCCN2C(=O)c3ccccc3C2=O)C(=O)c2cccc([N+](=O)[O-])c2)cc1 | 18µM* | -20% | -3% | 9% | -19%
20 | CCOC(=O)CC1C(=O)NCCN1S(=O)(=O)c1ccc(NC(C)=O)cc1 (configuration not stated) | -10% | 4% | 3% | -5% | 18%
21 | O=C(c1cc2c(s1)CCCC2)N1CCN(C(=O)C2CCCO2)CC1 (configuration not stated) | -18% | 10% | 2% | -1% | 4%
22 | Cc1cccc(NC(=O)CSc2nc3c(c(=O)[nH]2)CCC3)c1C | -18% | 6% | 0% | . | 1%
23 | O=S(=O)(Nc1ccc(-c2cn3c(n2)SCC3)cc1)c1ccccc1F | -15% | 7% | 0% | 2% | 0%
24 | CC(C)(C)c1ccc(-n2ncc3c2CCCC3NC(=O)c2ccncc2)cc1 (configuration not stated) | ? | -8% | ? | 2% | 0%
25 | C=CCn1c(SCc2csc(C)n2)nc2scc(-c3ccc(C)o3)c2c1=O | 12µM* | -16% | 0% | -2% | ?
26 | COc1cc(C(=O)CCN2CCC(c3ccccc3)C2)cc(OC)c1OC (configuration not stated) | -12% | 10% | 1% | ? | 6%
27 | CCOc1ccccc1C(C(=O)NCCOC)N(CCOC)C(=O)Cn1nnc2ccccc21 (configuration not stated) | -7% | -8% | 9% | -3% | 12%
28 | CCOc1ccc(-n2c(COc3ccccc3)nnc2SCC(N)=O)cc1 | -8% | 0% | -2% | -3% | 0%
29 | Cc1cc(OCCN2CCC(Cc3ccccc3)CC2)ccc1[N+](=O)[O-] | -25% | ? | -20% | ? | ?
30 | CC(C)NC(=O)CCNS(=O)(=O)c1ccc(Br)cc1 | 2% | 2% | ? | -3% | 9%

cpd | MCF10A rereplic | ATXN viability | IL1B secr inh | HT1080-NT tox
16 | -5% | i | 29 | 2%
17 | ? | . | 24 | 4%
18 | -35%[inhibitor] | i | 9 | 4%
19 | 20% | i | -29 | -9%
20 | 3% | i | 14 | 13%
21 | 0% | i | -2 | 7%[9.24 µM]
22 | 4% | i | 0 | 0%
23 | 12% | i | 5 | 8%
24 | 17% | i | 18 | -5%
25 | ? | i | -14 | -1%
26 | 3.7µM* | i | -105* | 14%
27 | ? | ? | 0 | 4%
28 | -1% | ? | 18 | 5%
29 | 7% | i | -74* | ?
30 | 1% | i | 21 | 0%

Single records, as listed above. Order of screens: KB-V1 MDR tox	ATXN2 expr inh	KB-3-1 cytotox	SW480 rereplic	HT1080 IDH1KD tx	MCF10A rereplic	ATXN viability	IL1B secr inh	HT1080-NT tox
Profile of COc1cc(/C=N/NC(=O)c2ccncc2)ccc1OC(=O)c1cc(OC)c(OC)c(OC)c1 : ?	0%	25%	-3%	-8%	-5%	i	29	2%
Profile of O=S(=O)(Nc1ccc(-c2cn3c(n2)SCC3)cc1)c1ccccc1F : -15%	7%	0%	2%	0%	12%	i	5	8%
Profile of Cc1cccc(NC(=O)CSc2nc3c(c(=O)[nH]2)CCC3)c1C : -18%	6%	0%	.	1%	4%	i	0	0%
Profile of CCOc1ccc(-n2c(COc3ccccc3)nnc2SCC(N)=O)cc1 : -8%	0%	-2%	-3%	0%	-1%	?	18	5%

Next structures follow.
cpd | molecule | KB-V1 MDR tox | ATXN2 expr inh | KB-3-1 cytotox | SW480 rereplic | HT1080 IDH1KD tx
31 | COc1ccc(CNC(=O)CSc2nnc(C(F)(F)F)n2C)cc1 | 3% | -9% | 3% | -2% | 4%
32 | CN1CCCN(C(=O)c2ccccc2Cl)CC1 | 9% | -3% | 12% | 0% | 16%
33 | Cc1cc(C(=O)OCC(=O)N2CC(=O)Nc3ccccc32)no1 | 0% | 0% | 20% | -4% | 8%
34 | CN(C)S(=O)(=O)c1cccc(NC(=O)COc2nc3ccccc3nc2N2CCOCC2)c1 | -8% | -10% | -12% | -1% | -7%
35 | CC(=O)N1CCc2c(sc3c2c(=O)n(CCc2ccccc2)c(=O)n3CC(=O)Nc2ccc(C)c(F)c2)C1 | 23% | 6% | 13% | . | .
36 | COc1ccc(CO/N=C/c2c(C)[nH]c(=O)[nH]c2=O)cc1 | 30% | 2% | 18% | 2% | 9%
37 | COc1ccc(S(=O)(=O)n2nc(OCc3cccs3)cc2N)cc1 | 21µM* | -13% | -6% | -14% | 2%
38 | CC(CCl)n1c(=O)c2ccccc2n1S(C)(=O)=O (configuration not stated) | -14% | 10% | 9% | . | 11%
39 | Cc1ccc2[nH]c3c(=O)n(CC(=O)N(CCN(C)C)Cc4ccccc4)ncc3c2c1 | -9% | 0% | 0% | . | .
40 | CCc1ccc(N2C(=O)CN(CC(=O)OC)C2=S)cc1 | 20% | 3% | -4% | -7% | 21%
41 | O=C(Nc1ccc(F)cc1)c1ccccc1Oc1ccc(C(F)(F)F)cc1[N+](=O)[O-] | 16µM* | -9% | -17% | . | ?
42 | COc1ccc(N(Cc2cc3cc(C)ccc3[nH]c2=O)C(C)=O)cc1 | 0% | . | -4% | -9% | 4%
43 | O=C(Cc1n[nH]c(=O)c2ccccc12)Nc1cc(Cl)ccc1-n1cncn1 | 0% | 0% | 0% | -4% | 14%
44 | O=C(Nc1ccncc1)c1cc(-c2ccccn2)nc2ccc(Br)cc12 | 0% | 2% | 16% | 0% | -1%
45 | Cc1csc(=N)n1CC(=O)N1CCc2ccccc21 | 0% | -4% | 5% | 0% | 10%
46 | CCCCCCC1CCC(C(=O)Nn2c(C)nc3ccccc3c2=O)CC1 (configuration not stated) | ? | -11% | 9% | -3% | 12%
47 | Cn1c(C(=O)N2CCCC(C(=O)NCCCc3ccccc3)C2)cc2sccc21 (configuration not stated) | 21µM* | -31% | -28% | -2% | -17%

cpd | MCF10A rereplic | ATXN viability | IL1B secr inh | HT1080-NT tox
31 | 28% | i | 12 | 13%
32 | -11% | i | -5 | 17%
33 | -5% | i | 9 | 10%
34 | 3% | i | 5 | -1%
35 | . | i | . | .
36 | -1% | i | -3 | 7%
37 | 12% | i | 40 | -2%
38 | . | i | 0 | 8%
39 | . | i | . | .
40 | 0% | i | 1 | 18%
41 | ? | ? | -26 | ?
42 | 2% | i | -9 | 7%
43 | -1% | i | 12 | -4%
44 | -3% | i | 23 | 7%
45 | -2% | i | 7 | 7%
46 | 14% | i | 24 | 14%
47 | -6% | i | -10 | -22%

Source: PubChem BioAssay
